FUS suppressor = qHTS for Suppressors of FUS Proteinopathy: Primary screen using FUS-linked yeast assay | S. cerevisiae FUS-expressing, growth rescue, OD600, 24 h | Potency, µM (top dose mostly 76.6 µM), for the others: at the top dose growth rescue (activation), usual class: activators | 0.24% of 390,000 active | AID 1347120, 2019;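 note: potency is the fitted concentration of half-maximal effect; plate controls were DMSO vehicle for no effect and reference control for full effect; nearly all actives have a fitted effect of over 55% in size; some results filed as inactive show a strong effect at the top dose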
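Compound concentration series was pinned onto galactose-induced FUS-expressing yeast seeded at OD 0.005. Plates sat 24hr at 30C; absorbance at 600 nm gave growth. DMSO served as background control.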
GLP1R inv ag = qHTS of GLP-1 Receptor Inverse Agonists (Inhibition Mode) | Glucagon-like peptide 1 receptor (Homo sapiens), P43220 | HEK293 GLP-1R CRE-luciferase, luminescence, 24 h; GLP-1R form is constitutively active | Potency, µM (top dose mostly 38.3 µM), for the others: top-dose activity change, negative = inhibition, usual class: inhibitors | 1.6% of 410,000 active; note: potency is the fitted concentration of half-maximal effect; % is set by controls: 0 for no effect and ±100 for the full control effect; nearly all actives have a fitted effect of over 55% in size
Target sequence (P43220 whole entry, looked up): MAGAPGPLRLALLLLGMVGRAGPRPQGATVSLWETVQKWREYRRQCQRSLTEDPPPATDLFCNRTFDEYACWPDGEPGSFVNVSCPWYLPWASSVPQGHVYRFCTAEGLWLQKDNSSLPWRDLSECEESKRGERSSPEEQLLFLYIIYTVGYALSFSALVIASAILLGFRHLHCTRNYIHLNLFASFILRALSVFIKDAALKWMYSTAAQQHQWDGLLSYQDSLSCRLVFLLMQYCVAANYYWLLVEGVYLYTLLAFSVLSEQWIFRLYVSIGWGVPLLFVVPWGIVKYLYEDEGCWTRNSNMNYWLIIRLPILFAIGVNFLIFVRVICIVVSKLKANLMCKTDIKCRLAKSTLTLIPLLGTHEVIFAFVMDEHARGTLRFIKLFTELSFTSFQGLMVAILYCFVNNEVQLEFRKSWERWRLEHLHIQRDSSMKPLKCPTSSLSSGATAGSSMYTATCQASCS
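Constitutively active GLP-1R drives a cAMP-responsive luciferase in stably transfected HEK293 cells; test compounds are added after overnight (12 h) attachment and left 24 hr, and signal loss in luminescence marks inhibition.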
TDP43 rescue = qHTS of TDP-43 Inhibitors; TDP-43 expressing yeast growth rescue, BacTiter-Glo, 24 h; Potency, µM (titrated, usually from 46.1 µM), for the others: top-dose growth rescue (activation), hits mostly activators; 1.8% of 410,000 active; note: potency is the fitted concentration of half-maximal effect; % of control where 0% means no effect; nearly all actives have a fitted effect of over 50% in size
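Cell-based yeast growth screen: TDP-43 expression induced in galactose, inoculum OD600=0.02 after raffinose pregrowth to mid-log. Read-out BacTiter-Glo luminescence at 24 hr, 30 deg C; inhibition of toxicity seen as signal increase.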
GLP1R ag = qHTS of GLP-1 Receptor Agonists | Glucagon-like peptide 1 receptor (Homo sapiens), P43220 | HEK293 GLP-1R CRE-luciferase, luminescence, 4-6 h; cells express a hypersensitive GLP-1R form | Potency, µM (highest dose often 45.6 µM), for inactives: top-dose activation, hits mostly activators | 0.007% of 380,000 active | AID 624172, 2012; note: potency is the fitted concentration of half-maximal effect; % of control where 0% means no effect
DRD3 antagonist = qHTS of D3 Dopamine Receptor Antagonist: qHTS | 2.5% of 360,000 active | AID 652054, 2013 | D(3) dopamine receptor (Homo sapiens), P35462 | max response, negative = inhibition, % | D3R cells, DiscoveRx beta-arrestin luminescence, antagonist mode; stronger effect = lower value; in the data active = max response below about -50%; inconclusive = no clear call, values can overlap the other calls; note: % is set by controls: 0 for no effect and ±100 for the full control effect; mostly tested at two doses, the higher about 12 µM
Target sequence (P35462 whole entry, looked up): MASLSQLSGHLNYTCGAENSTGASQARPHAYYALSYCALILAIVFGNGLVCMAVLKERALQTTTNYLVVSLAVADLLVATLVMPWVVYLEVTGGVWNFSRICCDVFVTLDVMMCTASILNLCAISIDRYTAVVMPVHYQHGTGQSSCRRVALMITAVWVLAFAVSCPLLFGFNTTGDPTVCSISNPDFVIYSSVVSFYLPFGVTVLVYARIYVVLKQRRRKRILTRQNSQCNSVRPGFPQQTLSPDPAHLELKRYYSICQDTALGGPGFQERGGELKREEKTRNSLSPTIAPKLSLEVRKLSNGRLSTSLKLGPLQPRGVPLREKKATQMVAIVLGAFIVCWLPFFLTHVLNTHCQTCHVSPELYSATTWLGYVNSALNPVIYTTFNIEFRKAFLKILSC
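Cells plated overnight at 1500 cells/well, then exposed to library compounds with dopamine controls for 90 minutes at 37 degrees C. DiscoveRx reagent added for 30–60 minutes at room temperature; luminescence read, quantitative HTS format.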
pAkt inh = HTS Assay for Inhibitors of Akt Phophorylation: Primary Screen | AID 651550, 2012 | 0.32% of 360,000 active | activity change, % for hits at 50 µM | Neuro2A IGF-stimulated pAkt S473 HTRF, 20 min; stronger effect = lower value; in the data active = activity change below about -80%; inconclusive = mostly about -51% to -80%; note: % is set by controls: 0 for no effect and ±100 for the full control effect
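Neuro2A cells (4,500/well, DMEM with 0.5% FBS) were treated with compound at a single 50 µM final concentration, stimulated with 6 nM IGF for 20 min at 37 °C, and lysed. Phospho-Akt Ser473 was read by HTRF as 665/615 ratio ×10^4.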
Abeta rescue = qHTS for compounds that reverse cellular toxicity of Amyloid beta (A-beta) peptide in yeast: Primary Screen; yeast expressing A-beta42, growth rescue, OD600, 48 h; response scale: 0% DMSO, 100% iron-clioquinol control; Potency, µM (series often up to 46.1 µM), inactives show at the top dose growth rescue, usual class: activators; 0.063% of 410,000 active; AID 1347071, 2019; note: potency is the fitted concentration of half-maximal effect; nearly all actives have a fitted effect of over 55% in size
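Yeast growth medium received pinned compounds, then yeast cells expressing toxic A-beta were added; plates incubated at 30 C for 48 hr. Growth read as absorbance at 600 nm, normalized to DMSO and equimolar FeCl3 plus clioquinol controls.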
PTHR1 ag = qHTS for PTHR1 Agonists: Primary Screen; Potency, µM (series often up to 115 µM), for the others: at the top dose activation, most hits filed as activators; 0.075% of 410,000 active; Parathyroid hormone/parathyroid hormone-related peptide receptor (Homo sapiens), Q03431; HEK293 GP2 PTHR1 cells, GloSensor cAMP luminescence, 1 h; AID 743266, 2014; note: potency is the fitted concentration of half-maximal effect; nearly all actives have a fitted effect of over 55% in size; some results filed as inactive show a strong effect at the top dose; inactives centre near -15; many of its hits are not listed in these tables
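HEK-293-derived GP2 cells expressing PTHR1 and a GloSensor cAMP reporter, 3,000/well, plated overnight, given luciferin plus IBMX (each 0.5 mM as added) for 1 h at 37 °C, then compound for 1 h at 37 °C. Luminescence was read after 15 min at room temperature.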
aSyn yeast inh = qHTS of alpha-syn Inhibitors. Yeast expressing alpha-synuclein, growth rescue, BacTiter-Glo, 24 h. Potency, µM (top dose mostly 46.1 µM), for inactives: at the top dose growth rescue (activation), most hits filed as activators. 0.14% of 370,000 active. AID 652106, 2013; note: potency is the fitted concentration of half-maximal effect; % of control where 0% means no effect; nearly all actives have a fitted effect of over 65% in size
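Galactose-induced alpha-syn yeast (OD600=0.02, raffinose-pregrown) + pinned cpd, 24 hr, 30 deg C; growth by BacTiter-Glo luminescence. Growth restoration scores as activation.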
* = called active by the depositor; i = inactive; ? = inconclusive; · = no result given; [ ] = another dose, or the depositor's remark. Unless noted, calls come from the whole dose curve; as a rule, active = well fitted curve in the direction sought with a large enough effect; inconclusive = small, poorly fitted or top-dose-only effect, or another doubt; inactive = no such curve, though single readings can be large; an effect the other way counts as inactive or inconclusive. Not all compounds are listed; rates above refer to the full screens.

| Structure | FUS suppressor | GLP1R inv ag | TDP43 rescue | GLP1R ag | DRD3 antagonist | pAkt inh | Abeta rescue | PTHR1 ag | aSyn yeast inh |
| --- | --- | --- | --- | --- | --- | --- | --- | --- | --- |
| Cn1nc(C(=O)NNC(=O)c2ccc(Cl)c(S(N)(=O)=O)c2)c2ccccc2c1=O | 16.6% | 40.6%[activator] | -30.3% | -3.0% | 8.1 | i | -7.3% | -11.7% | -2.7% |
| N#Cc1c(N2CCCCC2)nc(N2CCCCC2)c2c1CCN(Cc1ccccc1)C2 | 10.4% | 0.0% | -6.1% | 5.5% | -5.4 | i | 4.5% | -28.7% | -2.3% |
| CCN1CCc2nc3ccccc3c(C(=O)Nc3ccc(C#N)cc3)c2C1 | -20.7% | -4.2% | 2.3% | 3.8% | 4.7 | i | -2.1% | -8.9% | -0.2% |
| Cc1ccc(Nc2c3c(nc4ncnn24)CC(C)CC3)cc1 (stereo unspecified) | 21.0% | -22.4% | ? | -8.6% | 2.4 | i | 19.9% | -12.2% | 0.5% |
| Cc1c(NC(=O)c2cc(=O)c3cc(Cl)ccc3o2)c(=O)n(-c2ccccc2)n1C | 4.1% | -13.3% | 19.3% | · | · | · | -10.7% | -24.8% | · |
| c1ccc(CC(Nc2ccccn2)c2ccccc2)cc1 (stereo unspecified) | 9.5% | ? | 8.1% | 13.9% | 7.0 | i | 8.6% | i | 7.9% |
| CCOC(=O)C1=C(c2ccccc2)NC(=O)NC1c1cc(OC)c(OC)cc1OC (stereo unspecified) | 8.7% | 1.3% | -2.8% | 10.3% | -4.8 | i | -12.3% | i | -14.2% |
| CC(=O)N(CCS(=O)(=O)c1ccc(Cl)cc1)Cc1cccs1 | 11.2% | -1.4% | -11.3% | -3.1% | -18.2 | i | -2.6% | i | -2.2% |
| CCN1CCN(c2ccc(S(=O)(=O)N3CCOCC3)cc2NC(=O)CCSC)CC1 | -14.9% | 1.2% | -7.3% | 1.3% | -2.5 | i | -20.2% | i | -5.1% |
| CCOC(=O)CN(C(=O)COc1nc(-c2ccccc2)cc(C)c1C#N)c1ccccc1 | 11.6% | 12.3% | -7.3% | 4.9% | 4.0 | i | -4.8% | i | 0.3% |
| CN(C)Cc1ccccc1CNC(=O)c1cccc(S(=O)(=O)Nc2ccc3c(c2)OCO3)c1 | 0.6% | ? | 2.6% | -3.2% | -5.9 | i | -3.7% | 4.6% | -0.5% |
| Cc1ccc(-n2ncc(C(=O)NC3CCN(Cc4ccccc4)CC3)c2C2CCN(C(=O)OC(C)(C)C)CC2)cc1C | ? | ? | 3.3% | · | · | · | -1.5% | i | · |
| N#Cc1ccsc1NC(=O)CN1CCN(c2ccccn2)CC1 | 34.3% | 9.6% | -7.9% | 2.0% | 0.0 | i | -5.3% | -33.4%[inhibitor][57.5 µM] | -3.4% |
| Cc1onc(-c2c(F)cccc2Cl)c1C(=O)Nc1nc2ccccc2[nH]1 | 32.7% | ? | -2.6% | -17.7% | -3.4 | i | 9.8% | i | 8.6% |
| CC(C)(C)c1ccc(CSc2nc3c(c(=O)[nH]2)CCCC3)cc1 | 2.1% | 2.4% | 12.5% | · | · | · | 15.1% | i | · |
| CCOC(=O)C1CCN(C(=O)Cn2cc(C(=O)OC)c3ccccc32)CC1 | -0.1% | 0.8% | 3.9% | 5.8% | 6.8 | i | -17.0% | i | 2.5% |
| CCOC(=O)N1CCN(C(=O)CN(C)S(=O)(=O)c2ccc(OCC)cc2)CC1 | 9.1% | 39.9%[activator] | -6.8% | 4.9% | -10.2 | i | -8.4% | -0.3% | 0.4% |
| Cc1ccc(N2CC(C(=O)NC3CC3)CC2=O)cc1Cl (stereo unspecified) | -8.4% | 0.5% | 10.5% | 6.1% | -9.0 | i | -15.4% | -22.7% | 1.2% |
| O=c1cc(-c2ccc(F)cc2)nc(SCc2nc(-c3ccccc3Cl)no2)[nH]1 | 4.4% | 3.2% | -4.9% | · | · | · | -17.6% | -11.6% | · |
| CCn1cnc2cc(NC(=O)c3cccs3)ccc21 | 20.1% | 13.7% | 0.0% | -2.4% | -16.9 | i | -12.8% | 7.6% | -22.7% |
| CN1C(N)=NC(=O)/C1=C/c1ccccc1F | 8.3% | 3.3% | 18.9% | 1.2% | 9.8 | i | 1.8% | i | 4.4% |
| CCOc1ccc(-c2cc3c(=O)n(Cc4nc(-c5ccc(OC(C)C)cc5)oc4C)ccn3n2)cc1Cl | -27.6% | 11.6% | -5.5% | 0.1% | · | · | -11.8% | -18.7% | · |
| CCN(CC(=O)NCC(=O)Nc1cccc(C)c1C)Cc1ccccc1 | 9.4% | ? | 16.8% | -1.2% | 2.9 | i | 9.7% | i | 1.2% |
| Cc1ccc(S(=O)(=O)Cc2nc(-c3ccc(C(=O)NCc4ccccc4)cc3)oc2C)cc1 | 15.9% | 8.5% | 10.0% | · | · | · | -9.1% | 11.3% | · |
| CCCNC(=O)c1ccc(N2CCC3(CC2)CC(c2cccc(Br)c2)=NO3)c([N+](=O)[O-])c1 | ? | -28.2% | 26.5% | 1.6% | ? | i | -11.4% | -30.9% | -22.0% |
| Cc1cccc2c(=O)c(-c3ccc(Cl)cc3)c(NC(=O)c3ccco3)oc12 | 0.1% | -6.5% | ? | 3.9% | 1.3 | i | 1.8% | -3.9% | -9.6% |
| CCOc1ccc(NC(=O)CN(C)C(=O)c2cccnc2Sc2ccc(C)c(C)c2)cc1OCC | · | 11.1% | 10.7% | 10.5% | -21.3 | i | -9.6% | -21.6% | 2.6% |
| COc1ccc(S(=O)(=O)N2CCC(C(=O)NCc3cccnc3)CC2)cc1OC | 14.9% | 12.1% | -8.6% | 5.7% | 6.5 | i | -4.3% | -18.0% | -4.8% |
| CC(C)c1ccc(/C=C2\C(=O)N(CCN3CCOCC3)C(=S)N2C)cc1 | 5.7% | ? | -3.3% | 10.9% | -19.5 | i | 16.7% | -27.4% | 5.2% |
| CCOn1c(=O)c(=O)n(OC)c2ccccc21 | 1.8% | 8.2% | 16.0% | -3.2% | 18.3 | i | 8.7% | -10.4% | 14.4% |

| Structure | FUS suppressor | GLP1R inv ag | TDP43 rescue | GLP1R ag | DRD3 antagonist | pAkt inh | Abeta rescue | PTHR1 ag | aSyn yeast inh |
| --- | --- | --- | --- | --- | --- | --- | --- | --- | --- |
| Cc1c(Cl)cccc1-n1c(CCC(=O)O)ccc1-c1cccs1 | ? | ? | ? | · | · | · | -6.6% | -17.6% | · |
| Cc1nn(CC(=O)N2CCN(c3ccccc3F)CC2)c(=O)c2cccn12 | 0.5% | 10.2% | 10.7% | · | · | · | -31.1%[inhibitor] | i | · |
| CSc1nnc(C(C)(C)C)c(=O)n1/N=C/c1ccccc1O | -8.3% | -7.3% | -11.8% | 5.9% | -7.0 | i | 1.0% | i | 5.0% |
| CN(c1ccccc1)S(=O)(=O)c1cccc(NC(=O)Cn2cnc3ccccc3c2=O)c1 | 0.5% | ? | 17.8% | -1.4% | -20.1 | i | 1.8% | -13.5% | -7.5% |
| OC(COCc1cccs1)CN1CCCCCC1 (stereo unspecified) | -12.7% | -1.4% | 8.7% | -23.0% | -10.7 | i | 12.9% | -17.0% | -1.2% |
| CC1=C(C(=O)N2CCCCCC2)CC(CC(=O)NCC2CCCCC2)C(=O)N1CCCN1CCCC1=O (stereo unspecified) | -1.1% | 25.2% | 0.3% | 7.2% | 0.0 | i | -12.2% | i | -6.7% |
| CCOC(=O)[C@]12CCC=C1N(Cc1ccc(Cl)cc1Cl)C(=O)[C@H](CC(=O)NCC1CCCCC1)C2 | ? | ? | 17.1% | 1.5% | -13.7 | i | 9.3% | -6.4% | 1.2% |
| COC(=O)c1ccc(NC(=O)CCn2c(=O)oc3ccccc32)cc1 | 23.4% | 4.2% | 0.0% | -4.2% | 12.1 | i | 10.0% | -2.2% | 1.0% |
| COc1ccc(C)cc1N(C(=O)c1ccccc1)c1nc2ccccc2s1 | 8.5% | ? | -18.9% | -13.3% | -9.7 | i | 15.4% | i | 2.2% |
| Cc1cc(C)c(SCCc2ccncc2)c(C)c1 | -16.0% | -23.7% | 5.7% | -0.1% | 5.4 | i | 4.3% | -38.0%[inhibitor] | 0.1% |
| CCN(C(=O)COC(=O)/C=C/c1cccc([N+](=O)[O-])c1)c1c(N)n(Cc2ccccc2)c(=O)[nH]c1=O | -3.1% | 1.8% | 3.5% | 1.9% | 9.2 | i | -21.4% | i | 0.6% |
| OC(COCCC12CC3CC(CC(C3)C1)C2)CN1CCCCC1 (stereo unspecified) | 7.4% | 0.0% | -26.0% | 2.0% | ? | i | -3.7% | -1.8%[57.5 µM] | 12.9% |
| Cc1ccc(-c2noc(CN3CCC(C(N)=O)CC3)n2)cc1 | -8.1% | -2.2% | 0.0% | 0.4% | 6.9 | i | 8.9% | -7.4% | 23.1% |
| O=S(=O)(c1cccc(C(F)(F)F)c1)N1CCN(c2cnccn2)CC1 | 4.9% | -8.5% | · | -4.8% | -11.8 | i | 3.6% | -26.8% | -3.9% |
| COc1ccccc1N1CCN(S(=O)(=O)c2cc(-c3cc(C)no3)ccc2C)CC1 | -10.0% | 1.6% | 19.7% | · | · | · | 12.6% | -21.3% | · |
| COc1cccc(NC(=O)COC(=O)C2CCCCC2)c1 | -14.2% | 6.8% | ? | -3.7% | -2.3 | i | 16.6% | i | -9.0% |
